Bioassay records from PubChem.
mcGAS RapidFire: mouse cGAS inhibition by mass spec; Q8C6L5; recombinant mouse cGAS, cGAMP by RapidFire MS; inhibition, % at 12.5 µM; hit rate 0.18% among 130,000; AID 1259397;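 active means inhibition of cGAS enzyme activity at or above 60%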;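 further: enzyme stimulated by 45 bp dsDNA with ATP and GTP substrates; cGAMP share of summed cGAMP plus half ATP and half GTP signals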
Target sequence (Q8C6L5 whole entry, looked up): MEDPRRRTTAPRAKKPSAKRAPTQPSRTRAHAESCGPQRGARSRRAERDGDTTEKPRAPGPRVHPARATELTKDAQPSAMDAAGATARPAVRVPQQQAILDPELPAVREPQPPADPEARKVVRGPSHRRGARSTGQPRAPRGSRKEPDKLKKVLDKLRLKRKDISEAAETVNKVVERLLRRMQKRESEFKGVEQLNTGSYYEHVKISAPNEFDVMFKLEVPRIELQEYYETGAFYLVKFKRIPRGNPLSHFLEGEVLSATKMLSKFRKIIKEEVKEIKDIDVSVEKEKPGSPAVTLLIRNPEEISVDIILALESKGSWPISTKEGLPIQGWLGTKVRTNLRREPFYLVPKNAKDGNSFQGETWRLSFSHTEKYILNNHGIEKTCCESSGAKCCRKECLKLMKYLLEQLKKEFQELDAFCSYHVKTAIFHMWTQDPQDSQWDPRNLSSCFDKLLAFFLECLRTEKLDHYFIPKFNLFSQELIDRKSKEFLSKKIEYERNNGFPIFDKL
* hit, by the source's call. The list is partial (hit frequency here may not be typical).

Structure	mcGAS RapidFire
COC(=O)c1cc(C)sc1NC(=S)NC(C)c1cn(C)nc1C (centres undefined)	5
Cn1ccc2c(-c3c(-c4ccccc4)ncn3CCN3CCOC3=O)cccc21	-20
O=S(=O)(Nc1cccnc1)c1ccc(Cl)c(Cl)c1	-5
Cn1c2ccccc2c(=O)c2c(=O)n(Cc3ccco3)c(CN3CCCCC3)nc21	-8
O=C(NCc1ccc(OCC(F)(F)F)cc1)C1CSCCS1 (centres undefined)	-17
CCC1CN(C(=O)c2ccc(-c3ccncc3)nc2)CCN1C(C)C (centres undefined)	-19
Cc1cccc(C(=O)NCCc2nc(C(F)(F)F)cs2)n1	-6
CC1(CCC(=O)N2CCC(Sc3ccc(F)cc3)CC2)CCC(=O)N1 (centres undefined)	-1
CCOc1cc(C2NC(=O)c3ccccc3N2C)ccc1O (centres undefined)	16
CCCc1nc(N2CCC(O)(c3ccccc3)C2)c2cnn(C)c2n1 (centres undefined)	-15
CCC(CC)(CC)NCc1cc(Cl)ccc1OCC#N	-6
COCCN(C)CC1CCCN1S(=O)(=O)c1c(C)cc(C)cc1C (centres undefined)	-14
O=C(CCNC(=O)/C(=C\c1ccc2c(c1)OCO2)NC(=O)c1ccccc1)OCCCl	-14
CN(Cc1ccc(Cl)cc1)Cn1nc(-c2ccncc2)n(C)c1=S	-9
COc1cc(/C=N\n2c(=O)c(C(C)(C)C)nn3cnnc23)ccc1O	-8
CCNC(=O)NC(=O)C(C)Nc1c(C)nn(C)c1C (centres undefined)	-8
COCCCNC(=O)Nc1cn(CCOC)c2ccccc12	-6
CNC(=O)c1ccccc1NC(=O)CCOc1cc(C)cc(C)c1	-9
Cc1cc(F)ccc1CC(=O)N1CCNCC1C(=O)Nc1ccc(F)cc1 (centres undefined)	-3
COCc1nc(NC(C)c2cc(OC)ccc2OC)c2cnn(C)c2n1 (centres undefined)	-13
O=S(=O)(NCc1ccccc1)Nc1cc(Cl)ccc1-c1ccn[nH]1	-20
CC(C)(C)OC(=O)Nc1cc(NC(=O)c2ccc(C(N)=O)cc2)ccc1F	-9
CNC(=O)NC(=O)C(c1ccccc1)N1CCCC(C)CC1 (centres undefined)	-18
CC(Oc1ccccc1Cl)C(=O)N1CCOC(COc2cccc(C(F)(F)F)c2)C1 (centres undefined)	-5
OCc1ccccc1-c1cc(C(F)(F)F)cc2[nH]cnc12	-5
Cc1[nH]cnc1CN(C)Cc1cn[nH]c1-c1ccccc1	-17
Cc1ccc(F)c(NC2CCCN(C(=O)c3cccs3)C2)c1 (centres undefined)	-7
O=C(CCC(=O)N1CCc2ccccc2C1)NCc1ccco1	-4
Cc1ccc(C(CN2CCOCC2)Nc2ncnc3sc(C)c(C)c23)cc1 (centres undefined)	-5
Cc1ccnc(SC(=O)N2c3ccccc3Sc3ccccc32)n1	-37
CN(C)CCC1CN(C(=O)c2ccc(F)cc2F)CCO1 (centres undefined)	-7
O=C(CCCc1ccc(Cl)cc1)N1CCC(CO)(Cc2cccc(C(F)(F)F)c2)CC1	-4
CCOc1ccc2nc(NC(=O)c3ccc(C)o3)sc2c1	0
CN(Cc1ccc(-c2ncc[nH]2)o1)S(C)(=O)=O	-8
Cc1cc(=O)oc2cc(CN3CCCN(C(=O)c4ccco4)CC3)ccc12	-50
NC(=O)c1ccc(C(=O)N2CCOc3cc(F)ccc32)cc1	-10
O=C(O)c1cc(-c2cccs2)nn1-c1ccc(Cl)cc1	2
Cc1ccccc1C1Nc2ccccc2S(=O)(=O)N1 (centres undefined)	-6
O=S(=O)(NCC1CCCN(Cc2ccccn2)C1)c1cccc2cccnc12 (centres undefined)	-3
COc1ccc2cc(C3CN(Cc4nc(C)cc(C)n4)CCO3)ccc2c1 (centres undefined)	1
COC(=O)[C@@H]1C[C@@H](NC(=O)Cc2nc(C)sc2C)CN1C	-23
O=c1[nH]nc(-c2ccccc2)c2sc(N3CCOCC3)nc12	-2
COc1cc(-c2[nH]ncc2CN2CCCC2c2ccccn2)cc(OC)c1OC (centres undefined)	-7
CN(CC(=O)OC(C)(C)C)C(=O)c1ccccc1Br	-1
CC(=O)c1ccc[n+](C(=O)Cc2ccccc2)c1	0
CC(C)N1CC(C(=O)Nc2ccccc2-c2cccs2)CC1=O (centres undefined)	-1
Cc1ccc(CN2CCN(Cc3ccccc3F)C(CCO)C2)s1 (centres undefined)	-6
Cc1noc(CCNS(=O)(=O)c2cccc(F)c2C)n1	-6
O=C(c1ccc(Cl)c(S(=O)(=O)Nc2ccccc2Cl)c1)N1CCc2sccc2C1	8
CC(C)C1CN(C(=O)CN2CCCCC2=O)CCS1 (centres undefined)	-1

3 entries from above, ordered by their value in mcGAS RapidFire, largest number first.
structure,mcGAS RapidFire
O=C(O)c1cc(-c2cccs2)nn1-c1ccc(Cl)cc1,2
Cc1[nH]cnc1CN(C)Cc1cn[nH]c1-c1ccccc1,-17
Cc1cc(=O)oc2cc(CN3CCCN(C(=O)c4ccco4)CC3)ccc12,-50

Carrying on:
Structure	mcGAS RapidFire
CC1=CC(=C2C(=O)N(c3ccccc3)N=C2C)C=C(C)N1Cc1ccco1	2
Nc1nnc(CCCNC(=O)C2CCCN(C3CCCCC3)C2)s1 (centres undefined)	-12
CCOc1ccc(C(=O)C2CC(=O)Nc3[nH]ncc32)cc1OCC (centres undefined)	-10
COc1ccc(CCCC(=O)N2CCO[C@@H]3CCCC[C@H]32)cc1	-15
Cc1c(CCCl)c(Cl)n2c(nc3ccccc32)c1C#N	-4
O=C(c1cn2ccsc2n1)N1CCc2c(nc(-c3ccccn3)[nH]c2=O)C1	-21
CCc1ocnc1C(=O)N1CCCC(c2[nH]ncc2-c2ccc(C)cc2)C1 (centres undefined)	-9
Cc1ccc(C)c(NC2=NCCC2)c1	-3
CCN(CC)C(C(=O)NC(C)C(C)(C)CN(C)C)c1ccccc1 (centres undefined)	-32
O=C(O)CCc1ccc(NCc2cccc(Oc3ccccc3)c2)cc1	-9
CCn1c(C2CCCN(c3cc(C)nc(C(C)C)n3)C2)n[nH]c1=O (centres undefined)	-9
O=S(=O)(c1cccnc1)N1CCN(C2CCCc3ccccc32)CC1 (centres undefined)	-20
COc1cc(-c2nccn2CCn2nc(C)cc2C)cc(OC)c1O	-13
CCCC(NC(=O)c1ccc(C)cc1)C(=O)Nc1cccc(N2CCCC2)c1 (centres undefined)	-10
C=C(Cl)CSc1nc(N)nc(-c2ccco2)n1	-5
CC(=O)NCCNC(=O)c1nnc2n1CCN(CC(C)Cc1ccc3c(c1)OCO3)C2 (centres undefined)	-9
COC(=O)c1c(C2CC2)csc1N	-3
CC(C)CCNC(=O)Cc1nc2ccccc2[nH]1	-5
COc1cccc(NC(=O)N2CCCCC2CCN2CCCC2=O)c1 (centres undefined)	-10
COCc1nc(OC)c2c(C)c(C(=O)NC3CCCC3)sc2n1	-9
CC(CNC(=O)Nc1ccn(C)n1)Sc1ccccc1 (centres undefined)	-1
N#CCc1ccc(NC(=O)C(=O)NC2CCN(C3CCCC3)C2)cc1 (centres undefined)	-3
CC1(C(=O)NCc2ccco2)CCN1C(=O)c1ccco1 (centres undefined)	-4
Cc1oc2nc[nH]c(=O)c2c1C(=O)OC(C)C(=O)N1CCC(C)CC1 (centres undefined)	-12
CC(Sc1ccccn1)C(=O)N(C)Cc1ccon1 (centres undefined)	4

A section of the results above, for reference:
Structure	mcGAS RapidFire
CC1=CC(=C2C(=O)N(c3ccccc3)N=C2C)C=C(C)N1Cc1ccco1	2
Nc1nnc(CCCNC(=O)C2CCCN(C3CCCCC3)C2)s1 (centres undefined)	-12
CCOc1ccc(C(=O)C2CC(=O)Nc3[nH]ncc32)cc1OCC (centres undefined)	-10
COc1ccc(CCCC(=O)N2CCO[C@@H]3CCCC[C@H]32)cc1	-15
Cc1c(CCCl)c(Cl)n2c(nc3ccccc32)c1C#N	-4
O=C(c1cn2ccsc2n1)N1CCc2c(nc(-c3ccccn3)[nH]c2=O)C1	-21
CCc1ocnc1C(=O)N1CCCC(c2[nH]ncc2-c2ccc(C)cc2)C1 (centres undefined)	-9
Cc1ccc(C)c(NC2=NCCC2)c1	-3
CCN(CC)C(C(=O)NC(C)C(C)(C)CN(C)C)c1ccccc1 (centres undefined)	-32
O=C(O)CCc1ccc(NCc2cccc(Oc3ccccc3)c2)cc1	-9
CCn1c(C2CCCN(c3cc(C)nc(C(C)C)n3)C2)n[nH]c1=O (centres undefined)	-9
O=S(=O)(c1cccnc1)N1CCN(C2CCCc3ccccc32)CC1 (centres undefined)	-20
COc1cc(-c2nccn2CCn2nc(C)cc2C)cc(OC)c1O	-13
CCCC(NC(=O)c1ccc(C)cc1)C(=O)Nc1cccc(N2CCCC2)c1 (centres undefined)	-10
C=C(Cl)CSc1nc(N)nc(-c2ccco2)n1	-5
CC(=O)NCCNC(=O)c1nnc2n1CCN(CC(C)Cc1ccc3c(c1)OCO3)C2 (centres undefined)	-9
COC(=O)c1c(C2CC2)csc1N	-3
CC(C)CCNC(=O)Cc1nc2ccccc2[nH]1	-5
COc1cccc(NC(=O)N2CCCCC2CCN2CCCC2=O)c1 (centres undefined)	-10
COCc1nc(OC)c2c(C)c(C(=O)NC3CCCC3)sc2n1	-9
CC(CNC(=O)Nc1ccn(C)n1)Sc1ccccc1 (centres undefined)	-1
N#CCc1ccc(NC(=O)C(=O)NC2CCN(C3CCCC3)C2)cc1 (centres undefined)	-3

Additional results follow.
Structure	mcGAS RapidFire
COCC1(C(=O)N2CCOC(c3ccc(F)cc3)C2)CCC1 (centres undefined)	-26
Cc1occc1C(=O)OCC(=O)N1CC(=O)Nc2cc(C(F)(F)F)ccc21	2
COc1ccc(NC(=O)c2c(O)c3sccc3n(C)c2=O)c(C)c1	-6
CCCCc1ccc(NC(=O)CCS(=O)(=O)c2ccc(Cl)cc2)cc1	-3
O=C(COC(=O)Cn1cc(C(F)(F)F)ccc1=O)NC(=O)NC1CCCC1	2
CCOC(=O)c1cc2cc3c(cc2nc1CSc1ccccc1)OCO3	-6
O=C(CS(=O)(=O)Cc1ccccc1F)NC1CCCC1	-4
COC(=O)c1sc(=S)n(-c2ccc(F)cc2F)c1N	-10
CCOc1cccc(-c2ccc(N3CCN(C(=O)c4ccco4)CC3)nc2)c1	-7
Cc1cc(C)c(/C=C/C(=O)N2CCN(CCS(C)=O)CC2)cc1C (centres undefined)	-19
CC1CCC(NC(=O)CCNC(=O)c2ccc(Br)cc2)CC1 (centres undefined)	-11
CS(=O)(=O)Nc1nc2n(n1)C(c1ccc(F)cc1)CC(c1ccccc1)=N2 (centres undefined)	13
O=S(=O)(Nc1ncccn1)c1ccc(NC(=S)Nc2ccc(Cl)c(Cl)c2)cc1	-5
O=[N+]([O-])c1cccnc1Sc1nc2ccc(Cl)cc2[nH]1	-4
CCNC(=O)CSc1nnc(-c2cccnc2)n1C1CCCCC1C (centres undefined)	-5
C=CCNc1nc(N)c([N+](=O)[O-])c(Nc2ccc(C)cc2)n1	-13
Cc1nn(C)cc1-c1ccnc(NC[C@@H]2CCCO2)n1	-18
CC(C)(C)OC(=O)Cn1cnc2sc3c(c2c1=O)CCCC3	-13
COCCNC(=O)c1ccc(OC2CCN(C(=O)C3CCCO3)CC2)c(Cl)c1 (centres undefined)	-5
O=C(CC(c1ccc(O)cc1)c1ccccc1O)NC1CCCCCC1 (centres undefined)	-4
CC1(C(=O)Nc2ccc(F)cc2F)CCN1C(=O)C1CCCCC1 (centres undefined)	4
CN(C(=O)c1ccc(F)nc1)C1CCCCCCC1	-5
O=C1CC(c2cccc3[nH]ccc23)c2c(n[nH]c2C2CCC2)N1 (centres undefined)	-24
Cc1nnc(SCCC(=O)N2CCN3CCNC(=O)C3C2)s1 (centres undefined)	-6
O=c1ccc(-c2ccc(Cl)cc2)nn1Cc1ccccc1F	-8
CCOC1CC(NC(=O)CN2CCCNC2=O)C12CCCCC2 (centres undefined)	-33
CC(C)N(C(=O)Cn1c(=O)n(CCc2ccccc2)c(=O)c2ncccc21)C(C)C	-12
COc1cc(OC)cc(N2CCN(Cc3ccccc3C)C(C)C2=O)c1 (centres undefined)	-7
CCc1nc(C)sc1CNC(C)Cn1cncn1 (centres undefined)	9
O=C(OCc1ccc(Cl)cc1)c1cc([N+](=O)[O-])cc([N+](=O)[O-])c1	-3
Cc1cn2c3c(=O)n(CCCO)c(=O)n(C)c3nc2n1-c1ccccc1F	-10
CC1(C(=O)NS(=O)(=O)c2cccc(C#N)c2)CCN1C(=O)C1CCCCC1 (centres undefined)	-6
Cc1ccccc1OCc1nc(CNC2CC2)cs1	-2
